Mcl-1 Bim block: human Bim-Mcl-1 interaction inhibition; Q07820; inhibition, % at 10 µM; 190,000 tested, 0.1% active; Bead-based flow cytometry, Bim peptide-Mcl-1 binding;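 further: 0% = no compound tracer wells and 100% = peptide blocker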
Target sequence (Q07820 whole entry, looked up): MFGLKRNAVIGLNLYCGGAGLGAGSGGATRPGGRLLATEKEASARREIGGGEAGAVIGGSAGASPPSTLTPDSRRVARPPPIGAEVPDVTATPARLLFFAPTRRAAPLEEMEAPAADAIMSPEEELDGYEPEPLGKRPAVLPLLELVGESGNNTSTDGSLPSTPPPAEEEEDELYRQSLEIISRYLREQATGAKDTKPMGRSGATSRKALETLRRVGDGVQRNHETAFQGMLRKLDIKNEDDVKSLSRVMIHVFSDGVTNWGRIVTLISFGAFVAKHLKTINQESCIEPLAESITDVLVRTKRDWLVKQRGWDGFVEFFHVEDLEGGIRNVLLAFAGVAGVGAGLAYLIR
ABCG2 inh: human ABCG2 inhibition, ABCB1 as counter-screen | Q9UNQ0 | IgMXP3 cells, JC-1 efflux, flow cytometry | inhibition, % at 6.6 µM | 190,000 tested, 0.1% active;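 active means inhibition above 80%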;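 further: 0% = DMSO and 100% = nicardipine control wells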
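Test system: ABCG2 IgMXP3 and barcoded ABCB1 CCRF-Adr cell mix; Schedule: cells with compound and JC-1, 10 min at 25 °C, rotating, no wash; Technique: flow cytometry of retained JC-1 fluorescence; Measure: % inhibition of efflux relative to nicardipine and DMSO; Controls: nicardipine high and DMSO low controls.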
Bim-Bfl-1: disrupts Bim binding to human Bfl-1 | Q16548 | inhibition, % at 10 µM | Bead-based flow cytometry, Bim-Bfl-1 binding inhibition | 190,000 tested, 0.12% active;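 further: 0% = wells without compound plus tracer and 100% = blocker peptide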
ABCB1 block: blocks JC-1 efflux by human ABCB1 transporter. inhibition, % at 6.6 µM. 190,000 tested, 0.067% active. AID 1326. CCRF-Adr cells, flow cytometry. P08183; in the data active means inhibition above about 40%;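 further: 0% = vehicle and 100% = reference inhibitor; higher value means more JC-1 retained so stronger ABCB1 efflux block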
Bcl-2 Bim block: inhibitors of Bim-Bcl-2 interaction, human | Bead-based flow cytometry, Bim peptide-Bcl-2 binding | P10415 | inhibition, % at 10 µM | AID 950 | 190,000 tested, 0.06% active; in the data active means inhibition above about 40%; inconclusive means no clear call, values can overlap the other calls;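 further: 0% = no compound wells with probe peptide and 100% = reference peptide inhibitor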
RGS4-Gao reg: modulates binding of RGS4 to human Galphao; Multiplexed bead flow cytometry; actives lie on both sides; binding response (% of control), % at 10 µM; 220,000 tested, 0.33% active; in the data active means binding response below about 49% or above about 150%; inactive means in between;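 further: fluorescent Galphao activated with aluminum fluoride binding bead-coupled RGS4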
Target sequence (P09471 whole entry, looked up): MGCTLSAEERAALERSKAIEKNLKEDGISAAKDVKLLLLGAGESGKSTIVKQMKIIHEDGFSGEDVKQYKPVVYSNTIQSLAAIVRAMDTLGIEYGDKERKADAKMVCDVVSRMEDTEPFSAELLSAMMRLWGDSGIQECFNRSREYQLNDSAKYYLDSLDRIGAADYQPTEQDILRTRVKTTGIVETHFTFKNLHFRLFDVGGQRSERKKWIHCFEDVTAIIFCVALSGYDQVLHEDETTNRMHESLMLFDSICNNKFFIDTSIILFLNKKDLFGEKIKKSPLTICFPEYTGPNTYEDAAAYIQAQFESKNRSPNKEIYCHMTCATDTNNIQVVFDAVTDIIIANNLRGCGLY
RGS7-Gao: regulators of human RGS7-Galphao interaction | P09471 | Multiplexed bead flow cytometry, RGS7-Galphao binding; actives lie on both sides | binding response (% of control), % at 10 µM | 220,000 tested, 0.35% active | AID 1439; in the data active means binding response below about 49% or above about 150%; inconclusive means no clear call, values can overlap the other calls; inactive means in between;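 further: fluorescent Galphao held in activated GDP-AlF4 state binding bead-coupled RGS7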
Bim-Bcl-XL: inhibitors of Bim-Bcl-XL interaction, human; inhibition, % at 10 µM; 190,000 tested, 0.04% active; AID 1007; Bim peptide-Bcl-XL binding, bead flow cytometry, fluorescence; Q07817
Bim-Bcl-B: inhibitors of Bim-Bcl-B interaction, human; Q9HD36; 190,000 tested, 0.073% active; AID 951; inhibition, % at 10 µM; bead-based flow cytometry, Bim peptide-Bcl-B binding;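 further: 0% = tracer peptide without compound and 100% = reference inhibitor peptide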
Bcl-W Bim block: human Bim-Bcl-W interaction inhibition | bead-based flow cytometry, Bim peptide-Bcl-W binding | 190,000 tested, 0.02% active | AID 952 | inhibition, % at 10 µM;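 further: 0% = bound tracer without compound and 100% = peptide blocker; higher means less fluorescent Bim peptide bound to Bcl-W beads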
Target sequence (Q92843 whole entry, looked up): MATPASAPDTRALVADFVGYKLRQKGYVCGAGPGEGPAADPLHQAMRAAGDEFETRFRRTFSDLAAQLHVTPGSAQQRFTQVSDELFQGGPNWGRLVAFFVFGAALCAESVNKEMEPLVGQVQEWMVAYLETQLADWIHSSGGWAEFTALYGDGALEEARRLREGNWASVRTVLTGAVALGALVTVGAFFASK
RGS8-Gao: human RGS8-Galphao interaction regulation; multiplexed bead flow cytometry, RGS8-Galphao binding; actives lie on both sides; response (percent of control binding), % at 10 µM; 220,000 tested, 0.34% active; AID 1423; in the data active means response below about 60% or above about 140%; inactive means in between;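 further: Galphao activated as the GDP aluminium fluoride complex binding bead-coupled RGS8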
The depositor's hits bear a star; ? = inconclusive; [ ] = remark or other dose. Unless noted, no stated cut-off is given here; in the data, active means inhibition above about 40%.

The line under a structure holds: Bim-Bcl-XL, ABCG2 inh, Bim-Bcl-B, Mcl-1 Bim block, Bcl-2 Bim block, Bcl-W Bim block, RGS7-Gao, ABCB1 block, Bim-Bfl-1, RGS4-Gao reg, RGS8-Gao
1	O=C(CSc1nnc(-c2ccccc2)o1)n1c2c(c3ccccc31)CCCC2
→ -4.0, 5.6, -1.0, -1.0, -2.0, 0.0, 98.2, 0.8, -3.0, 94.8, 98.4
2	CCOC(=O)C(NC(=O)c1ccccc1)=C(C)C
→ -11.0, 0.1, -7.0, 0.0, -9.0, 0.0, 101.7, -0.1, -10.0, 103.2, 104.5
3	Cc1c(Cl)cccc1NC(=O)C1Cc2ccccc2CN1C(=O)c1ccccc1 (stereo unspecified)
→ -12.0, 3.8, -9.0, -6.0, -9.0, -4.0, 96.9, 0.5, -11.0, 99.3, 99.4
4	CCCCCCC(=O)Nc1nc(C)c(-c2csc(Nc3cc(OC)ccc3OC)n2)s1
→ 1.0, -1.1, 0.0, -2.0, -1.0, 1.0, 99.5, -0.4, -6.0, 102.2, 102.1
5	CCOC(=O)C(Cc1ccccc1)NC(C)=O (stereo unspecified)
→ -2.0, 0.1, -2.0, 2.0, -2.0, 6.0, 103.0, 0.1, -10.0, 107.3, 105.0
6	COc1ccc(/C=C(\C#N)C(=O)Nc2cccnc2)cc1
→ -3.0, 49.3, -4.0, 1.0, 1.0, 0.0, 101.0, 1.8, -3.0, 101.4, 102.7
7	CCNC(=O)N1c2ccc(OC)cc2C(C)=CC1(C)C
→ -1.0, 2.5, -1.0, 0.0, 0.0, 2.0, 98.5, 0.6, 3.0, 99.3, 99.7
8	Cc1nc2ccccc2n1CC(=O)OCC(=O)NC1CC1
→ -2.0, 1.3, -2.0, -4.0, -4.0, -3.0, ?, 1.0, -1.0, 103.1, 102.2
9	NC(=O)COc1ccccc1/C=C1/SC(=O)N(CC(=O)N2CCc3ccccc3C2)C1=O
→ 0.0, 23.4, 3.0, 3.0, 3.0, 5.0, 100.8, -2.3, 4.0, 102.2, 99.4
10	Nc1c(S(=O)(=O)c2cccs2)c2nc3ccccc3nc2n1CCc1ccccc1
→ 1.0, 1.4, 0.0, 3.0, -5.0, 3.0, 88.8, -0.3, -8.0, 92.0, 98.1
11	CN(C)C(=O)CNC(=O)C1CCCCC1
→ -4.0, -0.1, -6.0, -2.0, -9.0, 0.0, 102.8, 0.0, -16.0, 104.2, 102.9
12	COc1ccccc1C(=O)CSc1cccc[n+]1[O-]
→ -5.0, 13.5, -9.0, -1.0, -5.0, -3.0, ?, 0.5, -6.0, 101.3, 100.0
13	O=C(OC(C(=O)NCc1cccs1)c1ccccn1)c1cccs1 (stereo unspecified)
→ 0.0, 4.9, -7.0, 1.0, -5.0, 1.0, 100.0, 0.2, -10.0, 99.9, 102.8
14	COc1cc2cc(C)nc(Cc3cccc4ccccc34)c2cc1OC
→ -6.0, 2.1, -9.0, 0.0, -9.0, 0.0, 100.1, 1.8, -11.0, 101.4, 103.8
15	COC(=O)c1c(NC(=O)CN2CCN(c3ccccc3Cl)CC2)sc(C)c1C
→ -6.0, 8.9, -8.0, -2.0, -8.0, -4.0, 98.3, 0.8, -4.0, 100.5, 98.1
16	CCN(CC(=O)NC)S(=O)(=O)c1ccc(Br)cc1
→ -3.0, 5.3, 2.0, -2.0, 0.0, -1.0, 104.3, 2.3, -2.0, 107.6, 118.8
17	CCOC(=O)Nc1nc(C)c(C(=O)N(C)C)s1
→ 2.0, 1.3, -7.0, 0.0, -7.0, 4.0, 99.7, 0.1, -10.0, 100.0, 99.8
18	Cc1nn(CCCNC(=O)C2CCCO2)cc1Br (stereo unspecified)
→ -2.0, 1.1, -7.0, 0.0, -7.0, 2.0, 99.2, 0.4, -6.0, 100.6, 98.9
19	C=CCn1c(SCC(=O)Nc2c(C)nn(Cc3ccccc3)c2C)nnc1C(O)c1ccccc1 (stereo unspecified)
→ 0.0, 0.0, -6.0, 0.0, -1.0, 3.0, 97.9, 0.3, -8.0, 99.8, 101.5
20	COc1ccc(CC(=O)Nc2nnc(C(C)C)s2)cc1OC
→ -3.0, 2.0, -5.0, 0.0, -3.0, -2.0, 98.5, 0.5, -5.0, 98.6, 98.8
21	COC(=O)c1ccc(C(NC(=O)OCc2ccccc2)/C(C)=C/[C@@H](C)C(=O)NCc2ccc(-c3ccccc3)cc2)cc1 (stereo partly specified)
→ -2.0, 0.0, -7.0, -4.0, 0.0, -2.0, 100.9, 3.3, -2.0, 100.6, 100.6
22	COC(=O)/C=C1\SC(=NC(=O)c2ccc(C)cc2)NC1=O
→ -5.0, -0.5, -6.0, -3.0, -4.0, -2.0, 92.3, -0.1, -5.0, 94.8, 93.7
23	Cc1cc(C)c(O)c(-c2cc(C(=O)NCc3ccccc3)[nH]n2)c1
→ -9.0, 52.6, -6.0, -6.0, -7.0, -6.0, 102.9, -0.5, -7.0, 101.5, 102.0
24	Cc1ccc(CN2CCN(/N=C/c3ccc(C)s3)CC2)cc1
→ -8.0, -0.4, -7.0, -4.0, -11.0, -4.0, 97.3, 0.5, -19.0, 101.0, 100.1
25	CC1CCCCN1C(=O)c1ccc(C(=O)N2CCCCC2C)cc1 (stereo unspecified)
→ -4.0, 2.3, -4.0, -1.0, -7.0, -2.0, 104.3, 1.0, -7.0, 103.6, 102.0
26	CCOC(=O)c1ccc(NC(=O)Nc2ccc3c4c(cccc24)C(=O)N3CC)cc1
→ 0.0, -2.1, 0.0, 0.0, -1.0, -1.0, 99.5, -0.8, -2.0, 100.2, 97.0
27	CC(/C=N/n1c(-c2ccco2)n[nH]c1=S)=C\c1ccco1
→ -3.0, -7.6, 4.0, -3.0, 1.0, 0.0, 76.3, -1.1, 3.0, 73.5, 62.5
28	CCN(CC)c1nc(-c2ccccc2)cc(C(F)(F)F)c1C#N
→ 0.0, 7.3, -3.0, 1.0, 0.0, 1.0, 95.4, 0.6, -2.0, 93.0, 100.3
29	CN1CCN(NC(=S)NC2CCCC2)CC1
→ -2.0, 1.3, -3.0, -1.0, -5.0, -3.0, 92.0, 0.5, -6.0, 95.1, 95.5
30	N#Cc1ccc(/C=N/N=C(N)N)cc1
→ -4.0, 0.8, -3.0, 1.0, -5.0, 1.0, 179.4*[activator], 0.2, -7.0, 219.7*[activator], 115.3

3 structures out of the list, ordered by number of heavy atoms, ascending:
The line under a structure holds: Bim-Bcl-XL, ABCG2 inh, Bim-Bcl-B, Mcl-1 Bim block, Bcl-2 Bim block, Bcl-W Bim block, RGS7-Gao, ABCB1 block, Bim-Bfl-1, RGS4-Gao reg, RGS8-Gao
17	CCOC(=O)Nc1nc(C)c(C(=O)N(C)C)s1
→ 2.0, 1.3, -7.0, 0.0, -7.0, 4.0, 99.7, 0.1, -10.0, 100.0, 99.8
15	COC(=O)c1c(NC(=O)CN2CCN(c3ccccc3Cl)CC2)sc(C)c1C
→ -6.0, 8.9, -8.0, -2.0, -8.0, -4.0, 98.3, 0.8, -4.0, 100.5, 98.1
9	NC(=O)COc1ccccc1/C=C1/SC(=O)N(CC(=O)N2CCc3ccccc3C2)C1=O
→ 0.0, 23.4, 3.0, 3.0, 3.0, 5.0, 100.8, -2.3, 4.0, 102.2, 99.4

Values by screen from the list.
Entries 14–22 in Bim-Bcl-B: -9.0, -8.0, 2.0, -7.0, -7.0, -6.0, -5.0, -7.0, -6.0
Entries 14–22 in RGS4-Gao reg: 101.4, 100.5, 107.6, 100.0, 100.6, 99.8, 98.6, 100.6, 94.8
Entries 14–22 in Bim-Bcl-XL: -6.0, -6.0, -3.0, 2.0, -2.0, 0.0, -3.0, -2.0, -5.0

Remaining list, next part:
The line under a structure holds: Bim-Bcl-XL, ABCG2 inh, Bim-Bcl-B, Mcl-1 Bim block, Bcl-2 Bim block, Bcl-W Bim block, RGS7-Gao, ABCB1 block, Bim-Bfl-1, RGS4-Gao reg, RGS8-Gao
31	COc1ccc(-c2[nH]ncc2CNC(C)CCn2cccn2)cc1F (stereo unspecified)
→ -1.0, -0.3, 0.0, -1.0, -4.0, -1.0, 97.6, -0.1, -3.0, 100.7, 101.0
32	O=C(NCCC1=CCCCC1)c1ccc(CN2CCOCC2)cc1
→ -3.0, 2.5, -2.0, 0.0, 0.0, -1.0, 98.7, -0.2, -2.0, 104.1, 101.5
33	COc1ccc(NC(=O)CN(c2cc(C)cc(C)c2)S(=O)(=O)c2c(C)n[nH]c2C)cc1
→ -4.0, 5.3, -9.0, -2.0, -14.0, -3.0, 84.4, 0.5, -13.0, 90.0, 91.2
34	Cc1cccc2cc(COC(=O)C3CCCO3)c(=O)[nH]c12 (stereo unspecified)
→ 1.0, 2.9, 1.0, 0.0, 0.0, -4.0, 96.6, 0.9, -3.0, 101.3, 99.1
35	CC(=O)Nc1cc(-c2ccc(F)cc2)[nH]n1
→ -2.0, 0.3, -8.0, -2.0, -6.0, 0.0, 107.2, -0.2, -8.0, 105.5, 110.1
36	COc1ccc(-c2csc(N3CCC(c4ccccc4)C3)n2)cc1 (stereo unspecified)
→ 0.0, 3.2, -22.0, 5.0, 1.0, 3.0, 100.6, 0.0, 4.0, 100.0, 101.1
37	O=C(C1CCCN(S(=O)(=O)c2cccnc2)C1)N1CCn2c1nc1ccccc12 (stereo unspecified)
→ -3.0, -3.0, -6.0, -2.0, -11.0, 0.0, 108.8, -2.5, -9.0, 110.9, 110.1
38	O=S(=O)(c1cccc2cccc(Cl)c12)N1CCCC1
→ -5.0, 31.4, -8.0, -5.0, -5.0, -6.0, ?, 0.8, -8.0, 97.2, 96.8
39	CCCN1C(=O)C(NC(C)=O)c2cc(OC)ccc21 (stereo unspecified)
→ -8.0, 5.6, -11.0, -3.0, -8.0, 0.0, 99.5, 0.2, -16.0, 99.6, 100.5
40	Nc1ccc(C23CC4CC(CC(CO)(C4)C2)C3)cc1
→ -8.0, 7.0, -11.0, -3.0, -11.0, -5.0, 105.1, 1.0, -19.0, 106.2, 101.9
41	Cc1cc(NC(=O)CSc2nnc(C(C)N(C)C)n2Cc2ccccc2)no1 (stereo unspecified)
→ 0.0, 1.6, -26.0, -84.0, -14.0, 1.0, 101.2, -0.1, -10.0, 100.5, 100.2
42	O=C(Nc1ccc(NC(=O)C23CC4CC(CC(C4)C2)C3)cn1)c1ccco1
→ -5.0, -0.1, 0.0, 0.0, -2.0, -2.0, 93.5, 0.2, 0.0, 96.4, 99.2
43	COc1cc(NC(=O)CCN2CCN(c3ccccc3F)CC2)cc(OC)c1
→ -7.0, 21.9, -8.0, -1.0, -8.0, 0.0, 99.5, 3.0, -15.0, 98.5, 101.8
44	Fc1ccc(-c2nnc(SCc3ncc(-c4ccccc4)o3)n2CC2CCCO2)cc1 (stereo unspecified)
→ -3.0, 2.5, -6.0, -1.0, -10.0, 0.0, 107.7, 0.8, -11.0, 99.7, 104.0
45	COc1ccc(N2CCN(C(=O)CCS(=O)(=O)c3ccc(OC)cc3)CC2)cc1
→ -2.0, 2.9, -4.0, 2.0, 0.0, -4.0, 98.6, 0.2, -5.0, 98.2, 104.3
